CR mimetic SO: caloric restriction mimetics inhibiting age-related superoxide in yeast | S. cerevisiae aged cells, superoxide DHE fluorescence; stronger effect = lower value | actives 0.18% (n = 330,000) | superoxide response (% of plate mean), % at 10 µM;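 active means superoxide response under a set limit, about three screen SD below normal, cut at about 65% in these data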;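 further: yeast aged for seven days with compound at 30 °C before DHE staining; 100% = average MFI of all compound-treated wells on the plate with controls excluded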
MEP2-GFP yeast: yeast TOR pathway MEP2-GFP modulation; actives 0.51% (n = 330,000); GFP response vs DMSO, % at 10 µM; S. cerevisiae MEP2-GFP strain, flow cytometry GFP, 3 h; 100% = DMSO control level; AID 2016;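 active means GFP response versus DMSO above a set limit, roughly screen mean plus 3 SD, cut at about 180% in these data; inconclusive means fewer than 70 cells counted for a yeast strain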;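 further: median GFP fluorescence of the barcode-gated MEP2-GFP cells per well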
RPL19A TOR yeast: yeast TOR pathway RPL19A-GFP modulation | S. cerevisiae RPL19A-GFP strain, flow cytometry, 3 h; stronger effect = lower value | percent response vs DMSO, % at 10 µM | actives 0.3% (n = 330,000);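 active means percent response vs DMSO below 50%; inconclusive means fewer than 70 events counted for the yeast strain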;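 further: median channel GFP fluorescence of the barcoded RPL19A-GFP strain; ratio of sample median GFP to plate DMSO average so 100% = DMSO; lower means less RPL19A-GFP as with rapamycin TOR inhibition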
AHR activator: activates the human aryl hydrocarbon receptor; actives 2.5% (n = 320,000); activation, % at 5 µM; AHR-responsive luciferase reporter cells, luminescence; P35869; in the data active means activation above about 47%;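 further: 0% = vehicle wells and 100% = reference agonist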
GASC-1 inh: inhibitors of human GASC-1 (JMJD2C) demethylase; actives 0.069% (n = 330,000); GST-JMJD2C(1-420) H3K9me3 demethylation, DELFIA europium; Q9H3R0; AID 2099; inhibition, % at 2.35 µM;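 active means more than half of a compound's replicate wells show inhibition beyond 50%, single wells judged on their own value; inconclusive means some, but no more than half, of replicates pass 50% inhibition; inactive means no replicate passes 50% inhibition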;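 further: signal counts dimethyl H3K9 product captured on neutravidin plate; 0% = median of DMSO wells and 100% = 0.3 times that DMSO median; strong numbers were not always called active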
Target sequence (Q9H3R0 1-420 limits assumed): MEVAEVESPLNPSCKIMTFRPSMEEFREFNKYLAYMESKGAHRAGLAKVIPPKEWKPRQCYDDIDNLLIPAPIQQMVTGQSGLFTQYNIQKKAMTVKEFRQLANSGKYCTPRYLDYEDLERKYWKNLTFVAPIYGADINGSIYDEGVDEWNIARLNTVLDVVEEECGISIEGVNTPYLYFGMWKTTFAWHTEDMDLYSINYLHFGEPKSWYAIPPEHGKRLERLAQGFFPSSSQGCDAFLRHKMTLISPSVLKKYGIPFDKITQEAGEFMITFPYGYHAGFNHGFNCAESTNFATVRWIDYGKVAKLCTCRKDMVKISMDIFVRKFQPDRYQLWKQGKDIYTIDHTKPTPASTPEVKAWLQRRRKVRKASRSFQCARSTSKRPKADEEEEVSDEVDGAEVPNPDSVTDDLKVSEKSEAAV
procasp3 activ: procaspase-3 (human) activation | actives 0.11% (n = 330,000) | recombinant procaspase-3 D3A, Ac-DEVD-pNA absorbance 405 nm | activation, % at 8.5 µM | AID 463141;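 active means activation above the mean of all tested compounds plus 3 SD, cut at about 21% in these data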;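 further: 0% = DMSO alone and 100% = DMSO wells spiked with extra 5 µM PC-3 D3A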
Target sequence (P42574 whole entry D9A/D28A/D175A): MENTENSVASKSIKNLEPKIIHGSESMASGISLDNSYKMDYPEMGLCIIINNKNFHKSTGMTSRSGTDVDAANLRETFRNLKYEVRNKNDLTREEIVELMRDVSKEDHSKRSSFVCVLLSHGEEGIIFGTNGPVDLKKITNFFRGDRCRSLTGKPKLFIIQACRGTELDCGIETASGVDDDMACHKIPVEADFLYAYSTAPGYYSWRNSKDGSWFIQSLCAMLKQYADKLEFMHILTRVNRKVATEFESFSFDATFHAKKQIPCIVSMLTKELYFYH
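assay system = Procaspase-3 D3A mutant | signal = absorbance at 405 nm, 0 and 120 min | times = 1 h preincubation plus 2 h reaction at 25 °C | repeats = single replicate | read-out = % activation between DMSO and enzyme-spiked controls | medium = Zinc-free HEPES saline buffer with Triton X-100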
LAP4 TOR yeast: alters LAP4-GFP fluorescence in TOR pathway yeast screen. S. cerevisiae LAP4-GFP multiplex, flow cytometry GFP, 3 h; median GFP as percent of DMSO wells. GFP response vs DMSO, % at 10 µM. actives 0.34% (n = 320,000);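 active means GFP response vs DMSO above a set limit, about the screen mean plus 3 SD, cut at about 150% in these data; inconclusive means under 70 cell events counted for the yeast strain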
procasp7 counter: counter-screen for procaspase-3 activators: activators of human procaspase-7; P55210; recombinant procaspase-7, Ac-DEVD-pNA absorbance 405 nm; D23A/D198A/D206A triple mutant, cannot self-cleave; scale: DMSO 0, 5 µM enzyme 100; activation, % at 8.5 µM; actives 0.093% (n = 330,000);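 active means percent activation above the screen-wide mean plus 3 SD, cut at about 25% in these data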
Target sequence (P55210 whole entry D23A/D198A/D206A): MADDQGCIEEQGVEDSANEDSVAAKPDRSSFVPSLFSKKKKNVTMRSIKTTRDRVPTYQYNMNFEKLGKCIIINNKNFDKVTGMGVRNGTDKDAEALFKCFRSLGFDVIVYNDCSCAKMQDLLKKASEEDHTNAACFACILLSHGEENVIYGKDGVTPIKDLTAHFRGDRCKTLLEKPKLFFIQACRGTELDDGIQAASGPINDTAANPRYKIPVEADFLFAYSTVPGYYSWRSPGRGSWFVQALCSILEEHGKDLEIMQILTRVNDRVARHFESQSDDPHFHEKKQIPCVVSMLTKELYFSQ
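Assay system: Uncleavable procaspase-7 mutant enzyme | Input: 2 µM procaspase-7 mutant as dispensed | Timing: 1 h compound preincubation, 2 h substrate cleavage, 25 °C | Repeats: One well per compound | Control set: DMSO wells as 0%, DMSO with 5 µM added PC-7 as 100% | Technique: Epi-absorbance of released pNA at 405 nm, two timepoints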
An asterisk follows results filed as active; i = inactive; ? = inconclusive; nt = not tested or not shown; & = joins results of further samples.

SMILES	CR mimetic SO	MEP2-GFP yeast	RPL19A TOR yeast	AHR activator	GASC-1 inh	procasp3 activ	LAP4 TOR yeast	procasp7 counter
CCn1c(=O)c2ccccc2n(CC(=O)NCCC2=CCCCC2)c1=O	98	105	106	2	11	0	97	14
CCOC(=O)CC1(NC(=O)c2cc(COc3ccc(F)c(F)c3)on2)CCCCC1	100	95	96	4	9	8	96	-10
CCOc1ccc(-n2c(=O)c3sccc3n(CC(=O)NCCc3ccc(OC)c(OC)c3)c2=O)cc1	97	100	96	0	0	5	96	1
COc1ccc(/C=C(\NC(=O)c2ccco2)C(=O)N2CCCCC2)cc1	89	106	101	1	-5	5	108	-4
N#C/C(=C\C=C\c1ccccc1)C(=O)N1CCCC1	90	81	86	-1	27	1	88	4
Cc1ccc(NC2=C(Cl)C(=O)OC2OC(C)C)c(C)c1 (stereo unspecified)	99	111	104	0	-2	1	102	5
O=C(NNC(=O)c1cc(Cl)ccc1[N+](=O)[O-])c1csc(N2CCOCC2)n1	114	97	99	-1	-2	6	108	5
COc1cc([C@@H]2[C@H]3CNCC=C3C(C#N)=C(N)C2(C#N)C#N)ccc1OC(C)C	94	104	97	1	-6&5	2	103	4
O=c1[nH]cccc1-c1nc2ccccc2n1Cc1cccc(Cl)c1	126	121	110	1	-1	1	106	7
CN(CC(=O)Nc1ccc(Cl)c(C(F)(F)F)c1)C(=O)C1CSC2(C)CCC(=O)N12 (stereo unspecified)	93	90	91	-2	3	4	97	2
CN(CC(=O)Nc1cccc(F)c1)CC(=O)Nc1cccc2ccccc12	80	103	98	5	5	1	108	0
CN(C(=O)COC(=O)COc1ccc(Cl)cc1Cl)c1c(N)n(Cc2ccccc2)c(=O)[nH]c1=O	104	100	97	1	12	1	99	6
O=C1C(Cc2ccc(O)cc2)NC(=S)N1C1CCCCC1 (stereo unspecified)	103	95	96	-1	-7	3	102	-5
CC(CO)(CO)NC(=O)c1ccc(=O)[nH]n1	85	98	96	-3	10	2	96	6
CC(C)(C)c1ccc(C(=O)Nc2ccccc2Cl)cc1	96	99	97	10	1	5	116	1

Random excerpt: 7 records from the list.
SMILES	CR mimetic SO	MEP2-GFP yeast	RPL19A TOR yeast	AHR activator	GASC-1 inh	procasp3 activ	LAP4 TOR yeast	procasp7 counter
CN(C(=O)COC(=O)COc1ccc(Cl)cc1Cl)c1c(N)n(Cc2ccccc2)c(=O)[nH]c1=O	104	100	97	1	12	1	99	6
CN(CC(=O)Nc1ccc(Cl)c(C(F)(F)F)c1)C(=O)C1CSC2(C)CCC(=O)N12 (stereo unspecified)	93	90	91	-2	3	4	97	2
CC(C)(C)c1ccc(C(=O)Nc2ccccc2Cl)cc1	96	99	97	10	1	5	116	1
COc1ccc(/C=C(\NC(=O)c2ccco2)C(=O)N2CCCCC2)cc1	89	106	101	1	-5	5	108	-4
N#C/C(=C\C=C\c1ccccc1)C(=O)N1CCCC1	90	81	86	-1	27	1	88	4
CN(CC(=O)Nc1cccc(F)c1)CC(=O)Nc1cccc2ccccc12	80	103	98	5	5	1	108	0
O=C(NNC(=O)c1cc(Cl)ccc1[N+](=O)[O-])c1csc(N2CCOCC2)n1	114	97	99	-1	-2	6	108	5

(more compounds)
SMILES	CR mimetic SO	MEP2-GFP yeast	RPL19A TOR yeast	AHR activator	GASC-1 inh	procasp3 activ	LAP4 TOR yeast	procasp7 counter
CC1(C)CCCN(C(=O)c2ccc3c(c2NCCO)C(=O)c2ccccc2C3=O)C1	78	97	100	8	2	-1	87	-5
c1ccc2c(NCC3CCCO3)nc(-c3ccncc3)nc2c1 (stereo unspecified)	137	105	95	9	172	4	101	5
O=C(O)c1ccccc1Nc1ccc([N+](=O)[O-])cc1	126	110	106	3	6	-7	112	-1
Cc1ccc(NC(=O)C23CCC(C)(C(=O)[C@H]2Br)C3(C)C)cc1 (stereo partly specified)	75	104	101	1	26	4	121	-2
Clc1ccc(-c2nnc3n2CCCCC3)cc1	102	110	94	-1	-9	3	97	1
COc1cccc(CC2(CO)CCCN(Cc3cn[nH]c3-c3cc(C)ccc3C)C2)c1 (stereo unspecified)	102	96	98	-1	-9	2	121	2
CCOC(=O)C1CCN(C(=O)NS(=O)(=O)c2ccc(C)cc2)CC1	103	107	98	6	10	2	92	6
CC1CN(C2CCN(S(=O)(=O)Cc3ccccc3)CC2)CC(C)O1 (stereo unspecified)	93	97	97	2	0	-2	102	2
O=C(NCC1CCN(C(=O)c2ccc([N+](=O)[O-])cc2)CC1)c1ccc([N+](=O)[O-])cc1	124	108	106	1	-6	0	96	6
Cn1cc(C[C@H](NC(=O)OC(C)(C)C)C(=O)N[C@H](CO)Cc2ccccc2)c2ccccc21	102	92	97	6	31	4	107	-6
CC1CN(S(=O)(=O)c2ccc(C(=O)Nc3nnc(-c4ccc5c(c4)CCCC5)o3)cc2)CC(C)O1 (stereo unspecified)	102	107	104	3	0&-6	5	99	2
CSc1cccc(NS(=O)(=O)c2ccc3c(c2)oc(=O)n3C)c1	115	105	96	2	3	6	103	2
Cc1ccc(-c2nc(N/N=C/c3cccc([N+](=O)[O-])c3)c3ccccc3n2)cc1	101	99	95	14	12	6	97	-1
NC(=O)c1cc2ccccc2o/c1=N\NC(=O)c1ccncc1	98	107	107	127*	-9	-2	97	3
COc1ccc(-n2c(SCCC(=O)O)nnc2-c2ccncc2)cc1	92	98	100	15	3	-11	97	-1
O=C(CSc1ccccn1)N1CCOCC1	105	99	102	3	-6	0	91	8
COc1ccc(CN(C)C(=S)Nc2ccc(Cl)cc2)cc1	84	100	99	3	-8	7	116	2
Cc1ccc(NC(=O)CSc2ccc(-c3cccnc3)nn2)cc1	109	100	97	25	1	-1	102	-5
CCC(CO)Oc1cc(NCc2ccc(C)c(C)c2)c2ncn(C(C)C)c2c1 (stereo unspecified)	93	96	97	8	0	-2	89	17
O=C(c1ccc([N+](=O)[O-])s1)N1CCN(c2cccc(Cl)c2)CC1	109	124	109	3	-1	0	123	1
CCCN1CCN(CCCNC(=O)c2ccc(NC(=O)C3=C(C)OCCS3)cc2)CC1	83	117	113	1	-5	-3	108	7
N#C/C(=N/Nc1ccccc1F)C(=N)N1CCOCC1	94	98	95	13	13	0	97	-3
Cc1ccccc1C(=O)N1CCCC(CCC(=O)N2CCN(c3ccccn3)CC2)C1 (stereo unspecified)	83	102	100	4	9	2	97	2
CCOc1ccc(S(=O)(=O)c2c(C(=O)c3ccc(C)cc3)cnc3cc4c(cc23)OCCO4)cc1	93	112	105	3	-2	-1	96	3
CCCn1c(=O)c(Cc2ccccc2)c(O)c2ccccc21	90	104	103	-2	-7	4	91	-2
Cc1nn(-c2nnc(C)c(=O)[nH]2)c(C)c1SCC(=O)Nc1ccc(F)cc1	111	102	92	1	-3	2	91	13
CC(C)=CC1C=C(C)C(C)C2C(=O)NNC(=O)C12 (stereo unspecified)	86	96	95	1	nt	3	94	0
C/C(=N\NC(=O)c1cccc([N+](=O)[O-])c1)c1ccco1	93	96	100	10	-9	0	104	-3
O=C(NCCS(=O)(=O)N1CCN(c2ccccc2)CC1)c1ccc2c(c1)OCO2	107	100	94	1	-3	-2	115	1
CCOc1ccccc1OCC(=O)Nc1ccc(N2CCCCC2)cc1	98	101	99	2	-12	-6	98	1
CC(=O)NC(CC(=O)OCC(=O)Nc1ccc2c(c1)OCO2)c1ccccc1 (stereo unspecified)	104	109	106	6	-3	-1	101	5
COc1ccc(N(CC(=O)NCc2ccc3c(c2)OCO3)S(C)(=O)=O)cc1OC	99	107	99	0	-2	-5	103	-2
O=C(Nc1cccc(Cl)c1)Nc1nc(-c2ccc(Cl)cc2)cs1	92	100	99	-5	12	-3	99	5
CCCCn1c(N)c(N(CCOC)C(=O)c2cc(S(=O)(=O)N3CCOCC3)ccc2F)c(=O)[nH]c1=O	98	89	94	2	-1	5	102	7
CCOn1c(=O)c(-c2ccc(OC)cc2)[n+]([O-])c2ccccc21	98	103	96	35	-5	-1	98	10
CSc1ccc(Cl)c(C(=O)Nc2ccc(OCC(N)=O)cc2)c1	86	111	103	-3	4	2	109	6
CC1CCN(S(=O)(=O)c2ccc(Br)s2)CC1	96	92	91	1	14	10	108	-2
CCOc1cc(-c2c(C#N)c(N)nc3c2CCCC3)ccc1O	112	103	102	18	2	5	92	0
COc1cccc(CN(C(=O)Cc2c[nH]c3ccccc23)C(C(=O)NC2CCCCC2)c2cccs2)c1 (stereo unspecified)	100	115	101	4	0	-11	93	-3
COc1cc(Cl)ccc1OCc1cc(C(=O)N2CCCCCC2)no1	96	115	110	4	0	8	124	4
Cc1nc([N+](=O)[O-])cn1-c1nc2ccccn2c1[N+](=O)[O-]	i	109	102	-1	-12	2	96	7
O=C(NC1(C(F)(F)F)N=C2SCCN2C1=O)c1ccccc1F (stereo unspecified)	95	91	96	0	-1	9	101	5
Cc1ccc(NC(=S)NNC(=O)c2ccccc2O)c(C)c1	95	100	98	1	6	-7	98	-8
CN(C)Cc1c(C(=O)Nc2ccccc2)[nH]c2ccccc12	93	98	100	72*	?	-2	127	7
CCOC(=O)Cn1nc(C)c(NC(=O)c2ccc([N+](=O)[O-])c(C)c2)c1C	90	96	103	1	-20	-1	97	-1
C/C(CC(=O)Nc1ccccn1)=N\NC(=O)Cc1cccc2ccccc12	84	94	105	8	-13	-4	104	13
COc1cc(NC(=O)c2cccnc2)c(Cl)cc1NC(=O)c1ccccc1	88	95	101	75*	-2	7	66	6
COc1ccc(CN2CCN(C(=O)CCC(=O)Nc3nnc(C(C)C)s3)CC2)cc1F	108	98	96	1	7	-6	104	8
Cc1cc(C)n2nc(C(=O)OCC(=O)c3cc(C)n(CC4CCCO4)c3C)nc2n1 (stereo unspecified)	95	88	91	-1	14	7	109	14
CCCC(=O)Nc1nc2ccc3nc(C)sc3c2s1	98	112	102	-1	6	-12	111	-10
CCOc1ccc(C(=O)NCC(=O)N2CCN(C/C=C/c3ccccc3)CC2)cc1OCC	103	101	97	1	0	13	104	5
O=C(COC(=O)c1cncc(Br)c1)NC1CCCCCC1	90	102	96	3	-10	2	88	-15
CCCc1cc(=O)oc2cc(OCC(=O)N3CCC(C(N)=O)CC3)ccc12	79	112	103	1	5	9	105	6
CCn1c(SC(C)C(=O)NCC2CCCO2)nc2ccccc21 (stereo unspecified)	92	100	99	6	2	39*	99	-3
Cc1[nH]nc2c1C(c1cccnc1)N(c1ccc(Br)cc1)C2=O (stereo unspecified)	107	103	103	5	1	10	106	-1
CCN=C1S/C(=C\c2cc(Br)c(O)c(OC)c2)C(=O)N1CC	103	112	104	nt	-5	nt	97	nt
Cc1ncc(CN2CCC(C(=O)Nc3ccc(Oc4cccnc4)cc3)CC2)cn1	98	101	101	1	5	1	95	5
O=C(NNC(=O)C1COc2ccccc2O1)c1cccc([N+](=O)[O-])c1 (stereo unspecified)	107	122	102	-2	-5	7	109	3
Cc1cc(F)ccc1NC(=O)CCc1c(C)nn(-c2ccc(N3CCCCC3)nn2)c1C	99	109	105	-1	-3	0	115	-2
COC(=O)C1=C(N)Oc2c(oc(CO)cc2=O)C1c1ccccc1F (stereo unspecified)	107	109	109	0	-19	-7	103	13

Screening data from PubChem BioAssay.
